Screening results from PubChem.
CRFR2-BP ag – CRF-BP/CRF-R2 complex agonism; activation, % at 13.2 µM; actives 0.46% (n = 350,000); HEK293 CRF-R2/CRF-BP, calcium dye fluorescence (FLIPR); percent of saturating CRF peptide response;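 active means activation of at least 50%, plus an integration ratio under a set limit after plate pattern correction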;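 further: plate controls were neutral control wells without compound for no effect and CRF at EC100 for full effect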
CHRM4 PAM – CHRM4 positive allosteric modulation | CHO-K1 hM4/Gqi5, Fluo-8 calcium fluorescence, ACh EC20; 0% = ACh EC20, 100% = maximal ACh | P08173 | activation, % at 3 µM | actives 0.4% (n = 360,000);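 active means activation above its plate's cutoff, the mean activation of sample wells plus 3 SD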; further: some results filed as inactive read as strong as hits
Target sequence (P08173 whole entry, looked up): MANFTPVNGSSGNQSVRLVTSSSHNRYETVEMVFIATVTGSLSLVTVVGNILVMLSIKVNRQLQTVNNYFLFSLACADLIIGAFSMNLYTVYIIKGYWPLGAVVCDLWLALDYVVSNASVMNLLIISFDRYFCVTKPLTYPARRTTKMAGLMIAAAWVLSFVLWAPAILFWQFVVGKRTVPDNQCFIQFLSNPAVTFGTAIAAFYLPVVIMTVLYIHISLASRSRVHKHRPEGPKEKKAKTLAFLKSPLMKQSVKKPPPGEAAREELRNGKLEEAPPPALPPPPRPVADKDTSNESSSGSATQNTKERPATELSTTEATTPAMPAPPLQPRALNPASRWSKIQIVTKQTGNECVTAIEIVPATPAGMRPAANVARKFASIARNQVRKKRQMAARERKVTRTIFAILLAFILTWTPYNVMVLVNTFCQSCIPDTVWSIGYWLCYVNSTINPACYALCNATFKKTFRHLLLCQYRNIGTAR
CRFBP-R2 block – blocks CRF-induced signaling of the CRF-BP/CRF-R2 complex; inhibition, % at 11.8 µM; HEK293 CRF-R2/CRF-BP, CRF-induced calcium fluorescence; actives 0.59% (n = 350,000); AID 588475;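 active means inhibition of the ligand-induced calcium signal above about 50% at the single tested concentration, limit read from the data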
TAAR1 ag – agonists of human TAAR1. CHO RD-HGA16 TAAR1, Fluo-8 calcium fluorescence; vehicle wells 0%, saturating PEA agonist 100%. Q96RJ0. actives 0.99% (n = 360,000). AID 624467. activation, % at 3 µM;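 active means activation above the mean activation of all test compounds in the run plus 3 SD, cut at about 38% in these data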
Target sequence (Q96RJ0 whole entry, looked up): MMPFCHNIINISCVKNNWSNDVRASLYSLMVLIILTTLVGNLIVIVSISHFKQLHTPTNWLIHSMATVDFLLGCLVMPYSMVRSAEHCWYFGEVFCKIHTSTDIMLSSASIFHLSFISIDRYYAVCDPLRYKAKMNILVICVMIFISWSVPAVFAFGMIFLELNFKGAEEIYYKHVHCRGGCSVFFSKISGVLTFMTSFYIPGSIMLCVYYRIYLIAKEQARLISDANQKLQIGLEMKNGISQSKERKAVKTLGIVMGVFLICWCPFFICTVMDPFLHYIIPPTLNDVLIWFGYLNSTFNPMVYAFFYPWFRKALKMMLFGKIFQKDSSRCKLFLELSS
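Assay system: CHO-derived RD-HGA16 cells with stable Gα16 and human TAAR1; timing: 17-24 h seeding, 75 min 37 °C dye, 30 min RT; read-out: % activation from peak over basal fluorescence ratio, DMSO-to-PEA scaled; measured by: kinetic Fluo-8 calcium fluorescence; benchmarks: low control DMSO, high control PEA (EC100); doses: 3 µM single concentration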
M1 PAM parental – nonselective activator or artifact in parental CHO-K1 calcium assay | ATP EC20, Fluo-8 calcium fluorescence; 0% at ATP EC20, 100% at ATP max | actives 0.02% (n = 360,000) | activation, % at 3 µM;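 active means activation above the run cutoff, the mean activation of all test compounds plus 3 SD, cut at about 40% in these data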;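 further: peak over basal fluorescence ratio in a 140 s read after ATP addition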
M5 PAM – potentiates acetylcholine response at human M5 receptor; P08912; activation, % at 3 µM; CHO-K1 hM5, Fluo-8 calcium, ACh EC20 PAM; 0% = ACh EC20, 100% = ACh EC100; actives 0.3% (n = 360,000); AID 624038;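 active means activation above the run cutoff, the mean activation of all test compounds plus 3 SD, cut at about 18% in these data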
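system = human M5 receptor in CHO-K1 cells | compound = one concentration, 3 µM final (nominal) | schedule = Post-acetylcholine fluorescence recording 140 s | signal = Fluo-8 calcium dye fluorescence, kinetic read | benchmarks = low control EC20 acetylcholine (0%), high control EC100 acetylcholine (100%) | repeats = singlicate, one well per test compound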
TAAR1 antagonist – human TAAR1 antagonism | Q96RJ0 | CHO RD-HGA16 TAAR1, Fluo-8 calcium fluorescence, antagonist | inhibition, % at 3 µM | actives 1.5% (n = 360,000) | AID 624466;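 active means inhibition above a per-plate cutoff, the mean inhibition of test compounds on that plate plus 3 SD, cut at about 49% in these data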;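 further: 0% = DMSO plus EC80 beta-PEA response and 100% = DMSO alone without agonist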
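Test system – hTAAR1-expressing CHO RD-HGA16 cells, Gα16-coupled · Also added – β-PEA at EC80 concentration, post-compound challenge · Compound – 3 µM, single point · Incubation – dye loading 75 min at 37 °C, then 30 min room temperature · Measured by – Fluo-8 intracellular calcium dye fluorescence, real-time kinetic reads · Benchmarks – vehicle and agonist controls · Replicates – singlicate, one well per test compound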
M5 antag – antagonists of human muscarinic M5 receptor (CHRM5) | P08912 | CHO-hM5 cells, Fluo-8 calcium fluorescence, ACh EC80 | inhibition, % at 3 µM | actives 0.59% (n = 360,000);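 active means inhibition above a per-plate cutoff, the mean of that plate's test compounds plus 3 SD, cut at about 27% in these data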;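 further: 0% = acetylcholine EC80 with DMSO and 100% = DMSO without agonist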
M5 ag – CHRM5 agonism in calcium assay; actives 0.19% (n = 360,000); P08912; activation, % at 3 µM; CHO-K1 hM5 cells, Fluo-8 calcium fluorescence; 0% DMSO wells, 100% maximal acetylcholine response;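 active means activation above the run's mean over test compounds plus 3 SD, cut at about 23% in these data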;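 further: signal is peak over basal fluorescence ratio across the kinetic read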
* hit, by the source's call; · = no result given. Not a hit list; 4.2% or so of the library scored in one or more.

compound | CRFR2-BP ag | CHRM4 PAM | CRFBP-R2 block | TAAR1 ag | M1 PAM parental | M5 PAM | TAAR1 antagonist | M5 antag | M5 ag
COc1ccc(Nc2nnc(SCC(=O)Nc3cc(C)on3)s2)cc1 | -0.3 | 12 | -16 | 0 | 20 | 7 | -25 | -3 | 3
CCOc1ccc(N=Nc2c(C)[nH]n(-c3ccccc3)c2=O)cc1 | 1.1 | -3 | 4 | 3 | 14 | 3 | 0 | 11 | 1
O=C(NC1CCCCC1)C(c1ccco1)N(C(=O)c1csnn1)c1ccccc1 (stereo not drawn) | -0.6 | 0 | -1 | 1 | 22 | 2 | 5 | 8 | -3
COc1ccc(C2NC(=O)c3ccccc3N2)cc1OC (stereo not drawn) | -0.9 | -5 | 15 | 10 | -7 | -3 | 4 | -2 | -2
O=C(OCc1ccccc1)N1CCCC2CC1c1ccccc12 (stereo not drawn) | 4.2 | -1 | -6 | 7 | 17 | 2 | 21 | 2 | 0
O=C(NCCCN1CCOCC1)c1ccc2c(=O)n(Cc3ccccc3)c(=S)[nH]c2c1 | 6.1 | 3 | -24 | 0 | -5 | -2 | 18 | 7 | -2
CC(C)(CNC(=O)c1cc2c(s1)CCCC2)N1CCOCC1 | 0.4 | -2 | -1 | 1 | -13 | 3 | -19 | 2 | -4
Cc1ccc(-c2nc(NCCCN(C)C)c3ccccc3n2)cc1 | 0.3 | 1 | -9 | 3 | 7 | -2 | -11 | 14 | 0
CCOc1ccc(S(=O)(=O)NCC2CCCO2)cc1 (stereo not drawn) | -0.5 | 14 | -9 | -2 | 5 | -4 | 9 | 6 | -2
Cc1cc(Cl)ccc1NC(=O)CCC(=O)O | -1.5 | 3 | 5 | 1 | -3 | 0 | 18 | 2 | -1
Cc1c(C(=O)OCC(=O)N(C)C2CCS(=O)(=O)C2)oc2ccc(Br)cc12 (stereo not drawn) | 0.5 | -8 | -13 | 2 | 12 | -1 | -16 | -3 | -2
COc1ccccc1Nc1ncnc2ccc(C)cc12 | -0.5 | 0 | 3 | 12 | 0 | 3 | 12 | -4 | -1
COc1ccc(CNC(=O)CN(c2ccccc2OC)S(=O)(=O)c2cccs2)cc1 | 0.8 | -11 | 9 | 11 | 6 | -17 | 46 | 9 | -2
COc1ccc2[nH]c(C(=O)N3CCNCC3)cc2c1OC | -1.0 | 0 | -2 | 4 | 7 | 0 | -20 | 5 | -4
O=C(c1cc(-c2ccco2)on1)N1CCCc2ccccc21 | -3.0 | 12 | 9 | 2 | 4 | -3 | -1 | 0 | -1

Later entries.
compound | CRFR2-BP ag | CHRM4 PAM | CRFBP-R2 block | TAAR1 ag | M1 PAM parental | M5 PAM | TAAR1 antagonist | M5 antag | M5 ag
CCOc1ccc(CCNC(=O)CCc2nc3ccccc3[nH]2)cc1OCC | 5.3 | -8 | -29 | 2 | -8 | -8 | -8 | 11 | -4
CC(C)CCNC(=O)C1CCC(CNS(=O)(=O)c2cccc3nsnc23)CC1 (stereo not drawn) | -0.3 | 0 | -6 | · | 5 | 0 | · | 0 | 0
COc1ccc(C(=O)N2CCCN(C)CC2)cc1S(=O)(=O)N1CCCc2ccccc21 | -0.2 | 1 | -4 | 11 | 8 | -1 | -6 | 1 | -1
Cc1ccc(OCCNC(=O)C2CC(=O)N(Cc3ccccc3)C2)cc1 (stereo not drawn) | -3.5 | 8 | -5 | 9 | 14 | 0 | 4 | 17 | -1
CC(=O)c1ccc(NC(=O)COC(=O)c2c3c(nc4ccccc24)/C(=C\c2cccs2)CCC3)cc1 | -1.6 | -7 | 13 | 8 | -14 | -5 | 58* | -2 | 0
O=C(Nc1ccc(Cl)c(Cl)c1)Nc1ccccn1 | 0.2 | -4 | 6 | 1 | -1 | -1 | 8 | 9 | -4
CCOC(=O)c1ccc(S(=O)(=O)N2CCC(N3CCCCCC3)CC2)cc1 | -2.1 | -11 | -9 | -1 | 6 | -6 | -19 | -1 | -4
Cc1ccc(-c2nc3ccc(Cl)cn3c2CC2CCCCC2)cc1 | · | 11 | · | 0 | 10 | 0 | -7 | 0 | -1
COc1ccccc1CNC(=O)C1CCC(CNS(=O)(=O)c2ccc(NC(C)=O)cc2)CC1 (stereo not drawn) | -1.6 | 12 | -2 | 6 | 0 | 2 | -14 | 6 | -4
CCCSc1nnc(NC(=O)Nc2ccccc2)s1 | -0.1 | 14 | 14 | 40* | 11 | 0 | 8 | 0 | 1
Cc1ccc(S(=O)(=O)N(CC(=O)Nc2ccc(C)c(Cl)c2)C(=O)N2CCN(C)CC2)cc1 | -0.5 | 4 | 14 | 2 | 14 | 5 | -32 | -1 | 0
CCOc1cc(C(=O)OCC(=O)Nc2ncc(Cl)c(C)c2Cl)ccc1OCC(=O)N1CCOCC1 | -2.2 | 5 | 14 | 0 | -10 | 0 | -7 | 4 | -2
Cn1cnc(NCc2ccccc2)c1[N+](=O)[O-] | -3.1 | -6 | 23 | 12 | 20 | -10 | -7 | 17 | 2
COc1ccc(Cc2nc3ccc(C(=O)N(C)C(C)c4ccon4)cc3o2)cc1 (stereo not drawn) | -3.0 | 0 | 4 | 5 | 0 | -7 | -13 | 9 | -2
Cc1cc(N2CCN(c3ccccc3)CC2)nc(N2CCOCC2)n1 | -2.4 | 8 | -9 | -2 | -1 | -5 | -5 | 12 | -4

Part of the list above in order of length of the SMILES, ascending:
compound | CRFR2-BP ag | CHRM4 PAM | CRFBP-R2 block | TAAR1 ag | M1 PAM parental | M5 PAM | TAAR1 antagonist | M5 antag | M5 ag
Cc1ccc(OCCNC(=O)C2CC(=O)N(Cc3ccccc3)C2)cc1 (stereo not drawn) | -3.5 | 8 | -5 | 9 | 14 | 0 | 4 | 17 | -1
CCOC(=O)c1ccc(S(=O)(=O)N2CCC(N3CCCCCC3)CC2)cc1 | -2.1 | -11 | -9 | -1 | 6 | -6 | -19 | -1 | -4
CC(=O)c1ccc(NC(=O)COC(=O)c2c3c(nc4ccccc24)/C(=C\c2cccs2)CCC3)cc1 | -1.6 | -7 | 13 | 8 | -14 | -5 | 58* | -2 | 0

Returning to the listing, repeating the 2 entries before the break.
compound | CRFR2-BP ag | CHRM4 PAM | CRFBP-R2 block | TAAR1 ag | M1 PAM parental | M5 PAM | TAAR1 antagonist | M5 antag | M5 ag
COc1ccc(Cc2nc3ccc(C(=O)N(C)C(C)c4ccon4)cc3o2)cc1 (stereo not drawn) | -3.0 | 0 | 4 | 5 | 0 | -7 | -13 | 9 | -2
Cc1cc(N2CCN(c3ccccc3)CC2)nc(N2CCOCC2)n1 | -2.4 | 8 | -9 | -2 | -1 | -5 | -5 | 12 | -4
Cc1ccc(S(=O)(=O)N2[C@@H](c3ccccc3)C(C(=O)O)=CC[C@H]2c2ccc(Cl)c(Cl)c2)cc1 | 6.6 | 3 | 12 | 1 | 8 | -4 | 31 | 7 | -1
CC(OC(=O)c1cn(-c2ccccc2)nc1-c1cccnc1)C(N)=O (stereo not drawn) | -0.2 | 6 | 7 | 6 | -11 | 0 | -13 | 6 | -1
COc1ccc(OC)c(C2C/C(=N/O)C(C)C(c3cc(OC)ccc3OC)N2)c1 (stereo not drawn) | 0.3 | -3 | -3 | 2 | 8 | -6 | -9 | -3 | 2
CCN(CC)S(=O)(=O)c1cccc(C(=O)NC2=NCCS2)c1 | 0.1 | 6 | -3 | 6 | 11 | -3 | -15 | 9 | -1
CCOc1ccccc1N1CCN(C(=O)Nc2cccc(Cl)c2)CC1 | -0.8 | -5 | -14 | 6 | 8 | -11 | 9 | 3 | -4
CC(C)C(NS(=O)(=O)c1cccc2nsnc12)C(=O)N1CCn2c1nc1ccccc12 (stereo not drawn) | 0.3 | -1 | 3 | 0 | 0 | -4 | 13 | 2 | 1
S=C(NCCN1CCOCC1)Nc1cccc2ccccc12 | -0.1 | -3 | 34 | 4 | -10 | 0 | -15 | 2 | -2
COc1ccc(-c2c(C#Cc3ccsc3)c3cc(-c4cccc5[nH]ccc45)ccc3n2C)cc1 | -2.3 | 14 | 9 | 4 | 2 | -1 | -7 | 6 | 7
O=C1C=CC(=O)N1 | 1.1 | -6 | 16 | 5 | -11 | -6 | -13 | 1 | 0
CC(=O)c1cccc(-n2nnnc2SCC(=O)Nc2cc(C)on2)c1 | -1.2 | -2 | 7 | 0 | 9 | 0 | -3 | 6 | -2
O=C1CCCC(=O)C1C(c1ccc(Cl)cc1)C1C(=O)CCCC1=O | -1.4 | -2 | -3 | 4 | -4 | 3 | -1 | -4 | 3
C=CCNC(=O)COC(=O)c1ccc(Cl)c(S(N)(=O)=O)c1 | -2.6 | -6 | 0 | 7 | 9 | -5 | -10 | 6 | 3
CCOC(=O)C1CCN(C(=O)CCS(=O)(=O)c2ccc3c(c2)n(C)c(=O)c(=O)n3C)CC1 | 6.4 | -2 | -3 | 2 | 19 | 6 | -10 | -6 | 2
COc1cc(/C=N/Nc2ccc([N+](=O)[O-])cc2S(=O)(=O)N2CCOCC2)cc(OC)c1OC | 2.8 | 13 | 11 | 0 | 35 | -5 | 5 | 2 | 1
COc1ccc(C(CNC(=O)c2ccc(S(=O)(=O)Nc3cccc(C)c3C)cc2)N2CCOCC2)cc1 (stereo not drawn) | -0.5 | -7 | -5 | 9 | 5 | -10 | 17 | 6 | 2
COc1ccc(S(=O)(=O)N2CCCCCC2)cc1C(=O)N1CCCC(C(F)(F)F)C1 (stereo not drawn) | -0.4 | -3 | -8 | 10 | 17 | 1 | -25 | 4 | 3
CC1(C)Cc2c(sc3nc(-c4cccs4)n(N)c(=O)c23)CO1 | 0.4 | -12 | -10 | 17 | -13 | -21 | 44 | 12 | 11
COCCN1C(=O)CCC1(C)c1nnnn1Cc1ccccc1 (stereo not drawn) | · | 1 | · | 3 | 16 | 0 | -12 | 3 | 2
